NPY-Y1 PAM-ag – potentiates or activates human NPY-Y1 receptor. NPY-Y1 expressing cells, potentiator/agonist activation. activation, % at 3.6 µM. P25929. hit rate 0.37% among 220,000; in the data active = activation above about 33%, passing the limit was not always enough;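 note: cells stimulated with NPY at EC10 then isoproterenol at EC100; 0% = low agonist plus stimulus and 100% = saturating agonist plus stimulus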
NPY-Y1 antag – antagonists of human neuropeptide Y receptor Y1; hit rate 1% among 200,000; inhibition, % at 3.6 µM; HEK293-CNG Y1 cells, membrane potential fluorescence; NPY at EC95, then isoproterenol;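 active = inhibition above the campaign mean inhibition of all tested compounds plus 3 SD, cut at about 20% in these data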;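 note: 0% = DMSO wells given NPY plus isoproterenol and 100% = isoproterenol alone without NPY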
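Material: HEK293 Y1/CNG channel cell line | Also added: NPY (25 nM), isoproterenol (1 µM), Ro 20-1724 (25 µM) | Compound: One concentration, 3.6 µM, in 0.4% DMSO | Schedule: 3 h dye uptake, 1 h room-temperature compound, 45 min post-isoproterenol | Signal: Membrane-potential fluorescent dye readout | Read-out: % inhibition of NPY effect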
PPC-1+TRAIL kill – PPC-1 cancer cell killing with TRAIL present | PPC-1 cells + TRAIL, ATPLite viability luminescence | cell killing (% activity), % at 4 µM | hit rate 0.41% among 220,000 | AID 1443;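 active = cell killing above 50% in the first pass at 4 µM, then a duplicate retest at 5 µM averaging 50% or more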;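 note: plate controls were cells with TRAIL plus DMSO for no effect and medium-only wells lacking cells for full effect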
TRPML3 agonist – agonists of human TRPML3 channel. Q8TDD5. HEK293 TRPML3-YFP, Fluo-8 calcium fluorescence; 100% = the carbachol control signal. activation, % at 3 µM. hit rate 0.29% among 220,000;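 active = activation above its plate's cutoff, the mean activation of the plate's test wells plus 3 SD, cut at about 12% in these data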;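 note: 0% = DMSO only wells and 100% = carbachol wells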
Target sequence (Q8TDD5 whole entry, looked up): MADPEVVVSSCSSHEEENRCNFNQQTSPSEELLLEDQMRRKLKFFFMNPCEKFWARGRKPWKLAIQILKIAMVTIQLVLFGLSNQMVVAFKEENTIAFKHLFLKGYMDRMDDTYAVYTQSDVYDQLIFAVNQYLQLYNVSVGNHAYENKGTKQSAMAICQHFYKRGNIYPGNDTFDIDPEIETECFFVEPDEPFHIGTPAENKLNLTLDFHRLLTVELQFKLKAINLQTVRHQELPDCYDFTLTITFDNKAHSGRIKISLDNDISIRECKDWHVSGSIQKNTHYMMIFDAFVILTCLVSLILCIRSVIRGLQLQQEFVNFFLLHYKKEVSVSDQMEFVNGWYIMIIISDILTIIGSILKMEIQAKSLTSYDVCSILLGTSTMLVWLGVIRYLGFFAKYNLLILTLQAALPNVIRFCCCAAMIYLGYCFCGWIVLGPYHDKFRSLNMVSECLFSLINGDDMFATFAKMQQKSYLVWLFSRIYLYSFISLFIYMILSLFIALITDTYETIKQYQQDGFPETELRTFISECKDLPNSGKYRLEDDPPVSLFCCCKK
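Test system – HEK293 line with stable expression of human TRPML3-YFP channel · Control set – carbachol 87 µM final as high control (100%), DMSO as low control (0%) · Signal – Fluo-8 calcium dye fluorescence, ex 470-495, em 515-575 nm · Incubation – 1-h 37 °C dye load, 5-s basal, 120-s post-compound reads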
14-3-3 Bad PPI – disrupts binding of bovine 14-3-3 zeta to phospho-Bad peptide; TR-FRET 14-3-3zeta/Dy647-pBad peptide displacement, 1 h; inhibition, % at 21.7 µM; P63103; hit rate 0.71% among 220,000;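 active = inhibition above about 70%, limit read from the data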;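 note: 0% = full 14-3-3 plus peptide FRET controls and 100% = background without 14-3-3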
EP2 antag – blocks the human prostaglandin E2 receptor EP2. P43116. C6 glioma cells expressing human EP2, cAMP TR-FRET; cells stimulated with saturating PGE2. inhibition, % at 25 µM. hit rate 0.52% among 260,000;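 active = percent inhibition above 40 after rounding to a whole number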;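 note: rat C6 glioma host cells with rolipram phosphodiesterase inhibitor present; the protocol text gives 20 µM as final concentration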
Target sequence (P43116 whole entry, looked up): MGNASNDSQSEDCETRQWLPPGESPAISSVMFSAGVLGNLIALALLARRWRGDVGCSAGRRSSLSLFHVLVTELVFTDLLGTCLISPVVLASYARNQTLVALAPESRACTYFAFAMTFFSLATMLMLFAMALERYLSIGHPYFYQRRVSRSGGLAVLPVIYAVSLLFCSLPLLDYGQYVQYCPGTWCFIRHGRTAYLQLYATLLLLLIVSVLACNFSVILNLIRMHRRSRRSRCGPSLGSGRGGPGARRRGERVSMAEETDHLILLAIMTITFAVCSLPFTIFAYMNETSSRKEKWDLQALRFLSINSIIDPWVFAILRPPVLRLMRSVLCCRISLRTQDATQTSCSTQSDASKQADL
CHOP inhibitor – inhibitors of CHOP induction in ER stress response. CHO-K1 CHOP-promoter luciferase, tunicamycin-induced, 15-18 h. inhibition, % at 10 µM. hit rate 3.8% among 220,000. AID 2732;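 active = compounds that reduced the stress-induced luciferase reporter signal by more than about 70% of percent inhibition, limit read from the data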;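 note: 0% = tunicamycin plus vehicle and 100% = wells without tunicamycin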
zfTRPN1 agonist – agonists of zebrafish TRPN1 channel | hit rate 0.18% among 220,000 | activation, % at 3 µM | AID 1424 | HEK293 zebrafish TRPN1-YFP, Fluo-8 calcium fluorescence; 100% = response to 87 µM carbachol;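 active = activation above its plate's cutoff, the mean activation of test wells on that plate plus 3 SD, cut at about 19% in these data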;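 note: 0% = DMSO alone and 100% = 87 µM carbachol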
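Control set: carbachol 87 µM as high control, DMSO as low control; system: HEK293 stable line with zebrafish TRPN1-YFP; read-out: % activation versus carbachol response; detection: intracellular calcium fluorescence with Fluo-8; doses: single test compound dose, 3 µM nominal, 0.3% DMSO; schedule: dye 1 h 37 °C plus 30 min RT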
EP2 mod – modulators of human EP2 prostaglandin E2 receptor | P43116 | EP2-expressing cells, cAMP HTRF FRET, PGE2 co-stimulation | induction, % at 25 µM | hit rate 0.83% among 260,000;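 active = compounds whose cAMP rise, as percent of the full-agonist control response, exceeds 60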;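 note: rat C6 glioma line stably carrying human EP2 under a CMV promoter; the protocol text gives 20 µM as final concentration; 100% = response of wells given 1 µM PGE2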
Starred values were filed as active, the others as inactive; · = no result given; & = joins results of further samples; [ ] = remark or other dose. The list is partial; count on the stated rates, not on these rows.

The opening 7 entries, ahead of the listing:
molecule	NPY-Y1 PAM-ag	NPY-Y1 antag	PPC-1+TRAIL kill	TRPML3 agonist	14-3-3 Bad PPI	EP2 antag	CHOP inhibitor	zfTRPN1 agonist	EP2 mod
C=CCOc1ccccc1CN1CCC(CO)(CCOc2ccccc2)CC1	-34	27*	10	0.8	-1	2	17	-0.2	-23
OC(COc1c(Cl)cc(Cl)cc1Cl)CN1CCCCC1 (configuration not stated)	-8	7	7	1.3	-3	9	-2	1.9	-23
C/C(=N\Nc1ccc(C(=O)O)cc1)c1nc2ccccc2n1C	5	-5	1	0.7	-5[fluorescence artefact?]	1	-69	-0.6	3
O=C(NC(=S)Nc1ccc(CN2CCOCC2)cc1)c1cccc([N+](=O)[O-])c1	-5	0	9	0.9	0	7	5	0.6	-85
COc1ccccc1OCc1ccc(C(=O)N2N=C(C(F)F)CC2(O)C(F)F)o1 (configuration not stated)	6	3	-12	-1.0	-2	·	10	-1.1	-29
O=C(O)C1CCCCC1C(=O)OCCCCOC(=O)C1CCCCC1C(=O)O (configuration not stated)	5	3	-14	0.5	6	6	16	0.3	18
Cc1cnc(NC(=O)CSc2ncn(-c3ccccc3)n2)s1	19	2	7	-0.6	-3	8	43	-0.8	-19

All compounds of this part, repeating the preview:
molecule	NPY-Y1 PAM-ag	NPY-Y1 antag	PPC-1+TRAIL kill	TRPML3 agonist	14-3-3 Bad PPI	EP2 antag	CHOP inhibitor	zfTRPN1 agonist	EP2 mod
C=CCOc1ccccc1CN1CCC(CO)(CCOc2ccccc2)CC1	-34	27*	10	0.8	-1	2	17	-0.2	-23
OC(COc1c(Cl)cc(Cl)cc1Cl)CN1CCCCC1 (configuration not stated)	-8	7	7	1.3	-3	9	-2	1.9	-23
C/C(=N\Nc1ccc(C(=O)O)cc1)c1nc2ccccc2n1C	5	-5	1	0.7	-5[fluorescence artefact?]	1	-69	-0.6	3
O=C(NC(=S)Nc1ccc(CN2CCOCC2)cc1)c1cccc([N+](=O)[O-])c1	-5	0	9	0.9	0	7	5	0.6	-85
COc1ccccc1OCc1ccc(C(=O)N2N=C(C(F)F)CC2(O)C(F)F)o1 (configuration not stated)	6	3	-12	-1.0	-2	·	10	-1.1	-29
O=C(O)C1CCCCC1C(=O)OCCCCOC(=O)C1CCCCC1C(=O)O (configuration not stated)	5	3	-14	0.5	6	6	16	0.3	18
Cc1cnc(NC(=O)CSc2ncn(-c3ccccc3)n2)s1	19	2	7	-0.6	-3	8	43	-0.8	-19
COc1cccc(-n2nc(C(C)=O)c(C#N)c2-c2ccco2)c1	-22	8	18	-0.2	8	8	-2	-0.7	47
COCCCNC(=S)NC1CC2CCCC(C1)N2Cc1ccco1 (configuration not stated)	0	-1	18	0.2	-1	4&13	-6	0.7	-32&-27
CCn1c(SCC(=O)c2cccs2)nnc1-c1ccco1	-5	16	-13	0.4	8	1	-18	0.4	21
Cc1ccc(NC(=O)c2cc(-c3cccs3)on2)cc1	-4	12	0	-0.8	2	2	-4	0.1	-11
O=C(O)c1cccc(N/N=C/c2sc(N3CCOCC3)nc2-c2ccccc2)c1	-8	0	5	-0.1	-10[fluorescence artefact?]	12	-165	-0.3	3
Cc1ccc(Nc2nc(C)cs2)cc1	8	-4	·	0.5	-9	10	2	-0.8	-8
O=C(CN1C(=O)/C(=C\c2ccc(C(F)(F)F)cc2)Sc2ccccc21)NCc1ccco1	22	11	7	-0.6	14	5	38	-1.3	-5
CC1(C)CC(=O)C2=C(C1)Nc1[nH]n(-c3ccccc3)c(=O)c1C2c1ccc2c(c1)OCO2 (configuration not stated)	3	8	8	-0.3	5	11	-13	-0.5	12
CCOC(=O)c1ccc(Cn2cnc3ccccc3c2=O)cc1	-11	-5	-19	-0.4	-8	2	14	-0.8	6
CC(C)Oc1cccc(C(=O)C2CCCN(Cc3cnc(N4CCOCC4)s3)C2)c1 (configuration not stated)	13	3	11	5.8	-12	4	-11	11	4
CO/N=C/NC(=O)c1c(OC)ccnc1Oc1ccc(F)cc1	8	4	-24	0.0	2	11	6	0.3	-4
CSc1ccc(CN2C(=O)NC3(CCCCCCC3)C2=O)cc1	19	-7	-1	2.1	-24	8	-3	4.7	17
Cc1nc2cc(-c3cccc(F)c3)nn2c(N2CCN(C(=O)c3ccco3)CC2)c1C	6	-1	-1	-0.1	-7	·	-38	-1.1	-10

Part of the list above, set out differently.
Compound: COc1cccc(-n2nc(C(C)=O)c(C#N)c2-c2ccco2)c1
  NPY-Y1 PAM-ag = -22	NPY-Y1 antag = 8	PPC-1+TRAIL kill = 18	TRPML3 agonist = -0.2	14-3-3 Bad PPI = 8	EP2 antag = 8	CHOP inhibitor = -2	zfTRPN1 agonist = -0.7	EP2 mod = 47

Compound: COCCCNC(=S)NC1CC2CCCC(C1)N2Cc1ccco1 (configuration not stated)
  NPY-Y1 PAM-ag = 0	NPY-Y1 antag = -1	PPC-1+TRAIL kill = 18	TRPML3 agonist = 0.2	14-3-3 Bad PPI = -1	EP2 antag = 4&13	CHOP inhibitor = -6	zfTRPN1 agonist = 0.7	EP2 mod = -32&-27

Compound: CCn1c(SCC(=O)c2cccs2)nnc1-c1ccco1
  NPY-Y1 PAM-ag = -5	NPY-Y1 antag = 16	PPC-1+TRAIL kill = -13	TRPML3 agonist = 0.4	14-3-3 Bad PPI = 8	EP2 antag = 1	CHOP inhibitor = -18	zfTRPN1 agonist = 0.4	EP2 mod = 21

Other structures.
molecule	NPY-Y1 PAM-ag	NPY-Y1 antag	PPC-1+TRAIL kill	TRPML3 agonist	14-3-3 Bad PPI	EP2 antag	CHOP inhibitor	zfTRPN1 agonist	EP2 mod
NS(=O)(=O)c1ccc(CCNC(=S)Nc2ccc(S(N)(=O)=O)cc2)cc1	15	0	26	1.3	-16[fluorescence artefact?]	4	0	1.4	-14
N#Cc1cccnc1Nc1cccc(Cl)c1	-9	-1	24	0.1	1	8	-20	0.3	-4
COc1cc(NS(=O)(=O)c2ccc(NC(=O)COc3ccccc3C)cc2)nc(OC)n1	-10	9	8	0.7	68	7&8	1	0.9	9&-13
FC(F)(F)c1cc(-c2ccc(Cl)cc2)nc(NCc2cccnc2)n1	-12	9	12	0.8	6[fluorescence artefact?]	6	89*	0.8	9
CN(C)S(=O)(=O)c1ccc(N2CCCC2)c(C(=O)Nc2ccc(N3CCOCC3)cc2)c1	-12	0	16	1.1	10	8	29	2.1	-1
O=C(Nc1ccc2oc(-c3cccnc3)nc2c1)c1ccco1	23	-12	20	0.2	-1	10&-6	-3	0.6	-8&4
Cc1ccc(OCC(=O)NCc2cccnc2)cc1	-3	9	-16	0.2	1	7	-9	-0.2	11
O=C(NCCCn1ccnc1)C(=O)NCC1OCCN1S(=O)(=O)c1ccc(Cl)cc1 (configuration not stated)	-30	1	-9	1.4	6[fluorescence artefact?]	9	22	-0.2	18
COc1cccc(C2C([N+](=O)[O-])=C(N)Oc3cc(C)oc(=O)c32)c1 (configuration not stated)	9	·	19	0.0	-3	5	1	-0.7	44
C[C@@H]1CC=C[C@H]2[C@H]1C(=O)N(Cc1ccccc1)[C@H]2c1ccc2ccccc2c1Br	·	·	8	·	-6	13	98*	·	22
CCCCn1c(SCC(=O)N2CCC(C(=O)OCC)CC2)nc2cc(S(N)(=O)=O)ccc21	-9	4	25	0.2	18	-4	-3	3.6	18
CCOc1ccc(NC(=O)COc2ccc(C(=O)NCCc3ccccc3)cc2)cc1	5	0	2	0.2	72*[fluorescence artefact?]	4	-14	0.1	0
Cn1ccnc1SC(=O)N1c2ccccc2Sc2ccccc21	17	-2	30	-1.3	12	8	29	0.2	2
CCCC1(C(=O)OCC)NC(c2ccc(OC)cc2OC)C2C(=O)N(c3ccc4c(c3)OCCO4)C(=O)C21 (configuration not stated)	-8	2	6	0.5	-9	18	-7	1.6	27
COc1ccc(C(NC(=O)c2cccc(F)c2)c2ccccc2)cc1 (configuration not stated)	-15	3	3	0.0	7	8	1	-0.6	-16
N#CC1=C(Nc2ccccc2)SC=C(c2ccc(F)cc2)N=C1N1CCOCC1	9	3	0	-0.6	1	·	36	-0.3	-2
CC(C)(Cl)C1Cc2cc3ccc(=O)oc3cc2O1 (configuration not stated)	-1	-1	6	0.3	12	2	-11	0.2	-31
O=C(NCc1cn2ccsc2n1)Nc1cccc(Cl)c1	11	-2	17	-0.5	-1	4	7	1.7	-15
COc1ccccc1CC(=O)Nc1ccc(-c2noc(COc3cccc(C)c3C)n2)cc1	10	33*	-6	0.2	6	10	15	0.8	13
Cc1oc2ccc(O)cc2c1C(=O)OC(C)C	-21	0	19	-0.2	-7	3	32	0.4	1

Remaining list, next part
molecule	NPY-Y1 PAM-ag	NPY-Y1 antag	PPC-1+TRAIL kill	TRPML3 agonist	14-3-3 Bad PPI	EP2 antag	CHOP inhibitor	zfTRPN1 agonist	EP2 mod
COC(=O)c1sc(NC(=O)CSc2nnc(Cn3nnc4ccccc43)n2C)nc1C	9	2	-24	0.7	0[fluorescence artefact?]	3	15	1.9	18
O=C(Nc1cccc(S(=O)(=O)N2CCOCC2)c1)c1cnn2c(C(F)F)cc(-c3ccccc3)nc12	-2	5	9	0.7	-10	7	-23	0.9	12
CC(=O)N(CCS(=O)(=O)c1ccc(Cl)cc1)Cc1cccs1	1	·	20	-1.1	-3	13	4	-1.4	-20
CCOC(=O)N1CCN(c2c(NCCc3ccc(C)cc3)c(=O)c2=O)CC1	-3	-7	4	0.8	-5	5	16	-0.5	-22
O=C(O)C1CCCCC1C(=O)Nc1cnn(Cc2ccccc2)c1 (configuration not stated)	-5	7	17	0.9	-8	12	32	-0.1	19
CCCN(CCC)c1c([N+](=O)[O-])c(=O)oc2ccccc12	-10	-1	24	0.6	2	11&4	8	-0.1	12&25
CC(=O)c1cccc2c(O)c(C3=Nc4ccccc4C3=O)[nH]c12	-5	-6	25	0.2	-14	47*	36	-1.1	-58
CN(Cc1nc(-c2cnccn2)no1)Cc1n[nH]c2c1CCCC2	0	0	7	0.3	10	1	1	0.9	-14
CC(OC(=O)Cc1coc2ccc3ccccc3c12)C(=O)Nc1ncc(Cl)cc1Cl (configuration not stated)	-8	8	12	0.6	-4[fluorescence artefact?]	8	16	0.3	-33
COc1cccc(C(=O)NC(=S)Nc2ccc([N+](=O)[O-])cc2C)c1	-15	12	24	0.5	-13[fluorescence artefact?]	15	41	0.5	-25
O=C(NCc1cccs1)C1CCN(c2nc3ccccc3o2)CC1	-6	4	-2	0.4	-7	·	-3	3.2	5
C#Cc1cccc(NC(=O)C2CCN(C(C)=O)CC2)c1	-17	-2	14	0.4	-8	5	3	-0.6	1
